TCR activator: activates T cell receptor signaling. Potency, µM (top dose mostly 9.22 µM), without a hit: at the top dose activation of IL-2 secretion, hits mostly activators. primary human leukocytes, anti-CD3, IL-2 HTRF, 48 h. 330,000 tested, under 10 active; further: % of control where 0% means no effect
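Compounds are tested in HTS on primary human leukocytes co-incubated with a-CD3 beads for 48 hr. IL-2 output is measured by time-resolved FRET.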
GALK inhibitor: galactokinase (human) inhibition; P51570; Purified GALK, Kinase-Glo residual ATP luminescence; Potency, µM (doses to about 57.5 µM), for inactives: at the highest dose activity change, negative = inhibition, most hits filed as inhibitors; 270,000 compounds, 0.007% hits; further: potency means the concentration at half of the fitted maximal effect; on the % scale 0 is the no-effect control and ±100 the full control effect
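Quantitative HTS: GALK 5 nM, ATP 35 uM, galactose 100 uM, 1 h room temperature, then luciferase-based ATP detection.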
A-T KAP1 phos: candidate therapy for ataxia-telangiectasia; […] A-T fibroblasts, KAP-1 phosphorylation AlphaLISA; neocarzinostatin DNA damage 30 min before lysis; Potency, µM (highest dose often 57.5 µM), without a hit: at the highest dose activation, usual class: activators; 320,000 compounds, 0.19% hits; further: potency means the concentration at half of the fitted maximal effect; % of control where 0% means no effect; nearly all actives have a fitted effect of over 45% in size
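hTERT-immortalized A-T patient fibroblasts ([…]), 500 cells/well in OPTI-MEM, 1% FBS, got compounds for 60 min, then NCS for 30 min at 37C. Lysates were then assayed for phospho-KAP-1 by AlphaLISA (anti-pKAP1 donor, anti-KAP1 acceptor beads), 6 hr at 25C.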
Coupling enz: inhibits coupling enzyme system, counter-screen for aldolase hits | coupling enzyme system counterscreen, AmpLite Red fluorescence | activity change, negative = inhibition, % at 58.2 µM, hits read low | 290,000 compounds, 0.67% hits | AID 2472; in the data active means activity change below about -30%; further: on the % scale 0 is the no-effect control and ±100 the full control effect
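Final compound at 57.5 uM, incubated 10 min at RT with coupling enzyme reagent (glyceraldehyde-3-phosphate), then 20 min with substrate and AmpLite Red detection. Fluorescence read at 525/598 nm; tests interference with the coupling assay, not aldolase inhibition.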
MLL CXXC-DNA inh: blocks binding of human MLL CXXC domain to DNA. Q03164. MLL-CXXC / FITC-HOXA9 DNA fluorescence polarization. Potency, µM (doses to about 115 µM), for the others: at the highest dose activity change, negative = inhibition, hits mostly inhibitors. 290,000 compounds, 0.037% hits. AID 2662; active means well fitted inhibition curve with a large enough effect in the polarisation, with a control signal flat, not every such curve was filed as active; inconclusive means small, poorly fitted or top-dose-only effect, or effect the other way, or a change in a side signal; inactive means no such curve, though single readings can be large or run the other way; the % refers to the polarisation; further: potency means the concentration at half of the fitted maximal effect
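Purified MLL-CXXC (added from a 7 uM solution) was preincubated 5 min at ambient with pinned compounds in 50 mM Tris-HCl pH 7.5, 50 mM NaCl, 1 mM DTT, 0.05% BSA. Fluorescein-labeled HOX-A9 DNA (50 nM solution) followed, 30 min, then polarization read.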
hERG WT inh: inhibitors of human wildtype KCNH2 potassium channel; 340,000 compounds, 0.37% hits; Q12809; U2OS, BacMam KCNH2, thallium flux FluxOr; stronger effect = lower value; activity change, % at 1.84 µM;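 active means maximum activity change below -70%; inconclusive means maximum activity change between -70% and -50%; inactive means maximum activity change above -50%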; further: on the % scale 0 is the no-effect control and ±100 the full control effect
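U2OS cells transduced with wild-type KCNH2 virus are loaded with FluxOr dye for 45 min, and thallium flux is measured in kinetic reads before and after stimulation buffer. Rate constants are normalized to DMSO controls.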
Tb PFK inh: blocks T. brucei phosphofructokinase; O15648; T. brucei PFK, ADP-Glo luminescence; Potency, µM (series often up to 57.5 µM), inactives show at the highest dose activity, negative = inhibition, usual class: inhibitors; 330,000 compounds, 0.17% hits; AID 485367;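 further: potency means the concentration at half of the fitted maximal effect; 0% = uninhibited 1x PFK enzyme wells and -100% = no-enzyme wells; nearly all actives have a fitted effect of over 60% in size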
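In TEA buffer at pH 8.0 with 5 mM MgCl2, enzyme (1.25 nM) converted F6P (0.5 mM) and ATP (0.1 mM) for 45 min at room temperature. ADP product was read by luciferase luminescence.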
Giardia kill: Giardia lamblia killing; Giardia lamblia trophozoite viability; activity change, % at 7.66 µM, hits read low; 340,000 compounds, 0.15% hits; AID 540267; in the data active means activity change below about -80%; inconclusive means between about -30% and that limit;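 further: parasites exposed to compound for two days anaerobically before the ATP read; on the % scale 0 is the no-effect control and ±100 the full control effect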
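Each well holds 100 Giardia trophozoites and compound. After two days (48 hrs) at 37 deg C in anaerobic conditions, ATP is quantified by luminescence.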
Chronic BCR inh: inhibitors of chronic active B-cell receptor signaling. ABC-DLBCL IkBa-CBG/CBR reporter, luminescence ratio, 4 h. Potency, µM (top dose mostly 46.1 µM), for the others: at the highest dose ratio change, negative = lower green/red ratio, hits mostly inhibitors. 340,000 compounds, 0.05% hits. AID 493014; active means well fitted inhibition curve with a large enough effect in the signal ratio, with a control signal flat, not every such curve was filed as active; inconclusive means small, poorly fitted or top-dose-only effect, or effect the other way, or a change in a side signal; the % refers to the signal ratio;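 further: potency means the concentration at half of the fitted maximal effect; plate controls were basal doxycycline-induced cells for no effect and cells given 10 µM MG132 for full effect; MG132 reads +100%, hits lower the ratio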
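Cell line TMD8 (human ABC DLBCL), stably expressing tet-inducible CBG68-IkBa fusion and CBR; IMDM/0.5% FBS; cpd up to 46 uM; dox induction, 4 h, 37C/5% CO2; dual luminescence; green/red ratio; MG132 control.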
TSHR antag: antagonists of human thyroid stimulating hormone receptor; P16473; TSHR-expressing cells, TSH-stimulated cAMP HTRF, 2 h; stronger effect = lower value; activity change, negative = inhibition, % at 11.5 µM; 330,000 compounds, 0.2% hits; AID 504810;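 active means activity change below a set negative limit, meaning inhibition stronger than a set level, cut at about -70% in these data; inconclusive means activity change between two set negative limits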; further: on the % scale 0 is the no-effect control and ±100 the full control effect
Target sequence (P16473 whole entry, looked up): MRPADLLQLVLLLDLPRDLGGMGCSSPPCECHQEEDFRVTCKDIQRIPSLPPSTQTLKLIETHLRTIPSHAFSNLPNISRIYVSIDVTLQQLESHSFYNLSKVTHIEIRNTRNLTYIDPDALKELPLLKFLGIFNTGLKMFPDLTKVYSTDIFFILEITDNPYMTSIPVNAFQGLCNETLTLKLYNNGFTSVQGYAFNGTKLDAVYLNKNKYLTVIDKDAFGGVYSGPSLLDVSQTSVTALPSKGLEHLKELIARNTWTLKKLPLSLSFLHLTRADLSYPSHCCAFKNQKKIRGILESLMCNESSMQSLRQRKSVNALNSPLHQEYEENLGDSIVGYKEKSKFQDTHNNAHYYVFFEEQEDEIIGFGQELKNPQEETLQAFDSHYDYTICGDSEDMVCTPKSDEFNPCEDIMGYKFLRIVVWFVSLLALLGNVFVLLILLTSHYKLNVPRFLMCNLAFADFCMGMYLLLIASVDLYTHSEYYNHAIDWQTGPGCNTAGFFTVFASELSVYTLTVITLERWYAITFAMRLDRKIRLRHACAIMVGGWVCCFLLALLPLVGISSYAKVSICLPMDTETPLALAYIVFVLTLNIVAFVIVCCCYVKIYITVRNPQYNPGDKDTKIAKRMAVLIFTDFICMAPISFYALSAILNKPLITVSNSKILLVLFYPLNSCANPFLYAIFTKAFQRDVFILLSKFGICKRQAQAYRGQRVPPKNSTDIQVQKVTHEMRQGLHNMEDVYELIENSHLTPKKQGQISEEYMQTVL
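TSHR-expressing cells were treated with compounds, then stimulated with TSH at EC80 (4nM final) for 2 hours at 37 deg C. Cellular cAMP was measured by HTRF competition between lysate cAMP and cAMP-d2 for a cryptate-labelled anti-cAMP antibody.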
An asterisk follows results filed as active; ? = inconclusive; . = no result given; [ ] = another dose, or the depositor's remark. Unless noted, the call rests on the fitted dose curve; in most records, active means well fitted curve in the direction sought with a large enough effect; inconclusive means small, poorly fitted or top-dose-only effect, or another doubt; inactive means no such curve, though single readings can be large; an effect the other way counts as inactive or inconclusive.

#	SMILES	TCR activator	GALK inhibitor	A-T KAP1 phos	Coupling enz	MLL CXXC-DNA inh	hERG WT inh	Tb PFK inh	Giardia kill	Chronic BCR inh	TSHR antag
1	CCc1nnc(NC(=O)CSc2nnc(C(C)NC(=O)c3ccccc3F)n2C)s1 (stereo not drawn)	-5%	4%	9%	-1	8%	1	0%	-2	?	5
2	COc1cccc(C(=O)NNC(=O)CCC(=O)O)c1	0%	-2%	-3%	-1	-4%	5	-1%	13	4%	-7
3	CCOC(=O)C(NC(=O)CC)(Nc1ccc(S(N)(=O)=O)cc1)C(F)(F)F (stereo not drawn)	4%	1%	-9%	0	-11%	-6	-18%	-10	-9%	0
4	Cc1ccc(C)c2[nH]c(=O)c(CCNC(=O)C(C)C)cc12	.	2%	-7%	1	-3%	.	-11%	.	0%	-2
5	CC(CCc1ccccc1)NC(=O)C(=O)NCCO (stereo not drawn)	-11%	-1%	3%	2	0%	8	-1%	-2	-3%	4
6	CN1C(=O)N(C)C(c2ccccc2Cl)C2=C1CC(C)(C)CC2=O (stereo not drawn)	0%	10%	4%	2	8%	-4	1%	13	-2%	-6
7	Cc1ccc(NC(=O)CSc2nccc(=O)[nH]2)c(S(=O)(=O)N2CCOCC2)c1	0%	0%	6%	16	-6%	-9	-3%	-9	-5%	15
8	COC(=O)c1sc(-c2ccc(Cl)cc2)cc1N	5%	.	0%	0	3%	1	5%	-2	?	-8
9	C=CCSc1nc2c(c(=O)n(C)c(=O)n2C)n1CC	0%	0%	-5%	3	-2%	-36	-16%	5	8%	1
10	Cn1c(N)c(C(=O)CSc2nnc(-c3cccs3)n2C2CC2)c(=O)[nH]c1=O	-2%	.	-3%	.	.	-5	0%	7	-6%	9
11	COc1cc([C@H]2OC[C@H]3[C@@H]2CO[C@@H]3c2ccc(O[C@H]3O[C@H](CO)[C@@H](O)[C@H](O)[C@H]3O)c(OC)c2)ccc1O[C@@H]1O[C@H](CO)[C@@H](O)[C@H](O)[C@H]1O	-1%	.	7%	.	.	4	-1%	-21	?	39
12	O=C(CSc1nnc(-c2cccs2)n1-c1ccccc1)Nc1ccccc1	2%	1%	-10%	3	-11%	-115*	1%	-5	-5%	12
13	Cn1c(NC(=O)c2cccc(Cn3cc(Cl)cn3)c2)nc2ccccc21	.	2%	5%	0	9%	-12	-2%	-7	?	-6
14	COc1ccc(-c2nnc3ccc(SCc4ccccc4)nn23)cc1	5%	-1%	18%	2	-5%	3	5%	-7	6%	10
15	COc1ccccc1-n1c(SCC(=O)N2CCCCC2)nc(O)c(Cc2ccccc2)c1=O	3%	-6%	0%	.	31%[activator]	-9	1%	-12	?	-2
16	COc1cc(CN2CCNC(=O)C2CC(=O)O)cc(OC)c1 (stereo not drawn)	2%	5%	-1%	3	-8%	6	0%	-4	0%	13
17	Cc1c(N(C)C(=O)COc2ccc3ccccc3c2)c(=O)n(-c2ccccc2)n1C	0%	1%	-2%	0	45%[activator]	-1	-5%	-6	10%	2
18	O=C(NC1CCCC1)C(c1ccccc1)N(Cc1cccnc1)C(=O)Cc1cccs1 (stereo not drawn)	-36%	4%	3%	5	-4%	-24	-4%	1	-1%	9
19	COc1cccc(C2Oc3ccccc3C3CC(c4cccs4)=NN32)c1 (stereo not drawn)	-11%	4%	-1%	1	75%[activator]	0	-12%	21	?	4
20	NC(=O)N/N=C1\c2ccccc2-c2c(C(N)=O)cccc21	7%	-2%	-14%	0	4%	.	?	27	-1%	-5
21	COc1ccc(C(C[N+](=O)[O-])c2c(C)cc3ccccn23)c(OC)c1 (stereo not drawn)	-1%	-2%	-8%	-2	22%	-5	-4%	-3	?	9
22	O=C(Oc1ccccc1)N1CCN(C(=O)c2ccco2)CC1	-15%	4%	4%	1	38%[activator]	-13	-6%	13	5%	5
23	COC(=O)c1ccc(COc2ccc(/C=N/Nc3cccc(C(=O)O)c3)cc2)cc1	12%	-4%	7%	3	-23%	-2	1%	20	?	-15
24	COC(=O)NCC(C)OC(=O)Nc1ccc(Cl)cc1 (stereo not drawn)	-1%	-2%	-2%	-1	4%	33	2%	0	-14%	6
25	Cn1c(=O)cc(SCC(=O)NCC2COc3ccccc3O2)c2ccccc21 (stereo not drawn)	3%	2%	3%	1	-4%	-2	-9%	-1	4%	2
26	COc1ccc(CN2CCC(n3nccc3NC(=O)C3CC3)CC2)cc1O	1%	7%	-2%	.	-2%	-9	0%	-13	5%	6
27	CCOC(=O)CCc1c(C(=O)OCC)[nH]c(CC)c1C(=O)OCc1ccccc1	-1%	.	3%	1	-15%	-3	-6%	-11	?	0
28	CC1CCCCC1NC(=O)C1CCC(CNS(=O)(=O)c2ccc(F)cc2)CC1 (stereo not drawn)	-3%	3%	9%	3	3%	6	0%	10	?	1
29	CSc1ccccc1C(=O)N1CCOCC1	0%[46.1 µM]	-2%	-3%	0	11%	-7	-3%	-7	1%	-3
30	O=C(COC(=O)c1cnc(Cl)c(Cl)c1)NC1CC1	2%[46.1 µM]	.	-16%	.	.	1	-7%	14	12%	-4
31	CCc1cc2c(SCC(=O)Nc3ccc(NC(C)=O)cc3)ncnc2s1	5%	.	7%	.	.	-11	0%	-1	?	4
32	CCN(CC)CCCN(Cc1cc2cc3c(cc2[nH]c1=O)OCO3)C(=S)NCCCOC	.	-9%	2%	2	-4%	-7	1%	18	-12%	52
33	Cc1ccc(Nc2ccccc2)cc1	-1%[46.1 µM]	0%	8%	-6	-1%	-10	-13%	-26	5%	21
34	CCOC(=O)N1CCN(S(=O)(=O)c2ccc(C)c(C)c2C)CC1	2%	0%	3%	0	0%	-34	0%	1	3%	-2
35	CSC(=O)NC12CC3CC(CC(C)(C3)C1)C2	.	-3%	10%	1	0%	1	-2%	-4	3%	-41
36	C/C(=N\O)C1CC(CC(=O)O)C1(C)C (stereo not drawn)	3%	6%	-1%	3	21%	-5	1%	2	?	3
37	CC1(C)CC(C)(O)P(=O)(c2ccccc2)O1 (stereo not drawn)	3%	0%	-12%	2	1%	1	-6%	-9	?	17
38	CN(C)c1ccc(C(=S)N2CCCCCC2)cc1	-2%	0%	-3%	-2	-6%	13	8%	28	-3%	-6
39	O=C(Nc1cc(S(=O)(=O)N2CCOCC2)ccc1N1CCOCC1)C1CCCO1 (stereo not drawn)	4%	0%	-2%	-1	20%	3	0%	3	3%	-7
40	CC(C)C(=O)NCCn1ccc2ccccc21	-25%	-3%	1%	-2	-1%	4	11%	-7	3%	-4
41	CC(c1nnc(SCC(=O)N2CCc3ccccc32)n1-c1ccc(Cl)cc1)N(C)C (stereo not drawn)	2%	2%	0%	2	-2%	-1	0%	3	-1%	14
42	CSCC[C@H](NC(=O)N1C[C@H]2C[C@@H](C1)c1cccc(=O)n1C2)C(=O)Nc1ccc(NC(C)=O)cc1	-7%	.	-6%	1	1%	-7	2%	-3	-7%	-6
43	O=C(COC(=O)Cc1ccc(F)cc1)NC(=O)c1ccccc1	6%	.	5%	.	.	0	2%	19	0%	-9
44	COc1ccc(C(=O)Nc2c(-c3ccccc3)nc3ccccn23)c(OC)c1	2%	0%	7%	-1	15%	7	0%	-1	-7%	-7
45	COc1ccccc1N1CCN(C(=O)CSc2nnc3c4ccccc4n(CC(=O)O)c3n2)CC1	4%[46.1 µM]	0%	-2%	3	-2%	3	0%	7	4%	1
46	Cc1ccc(NC(=O)COC(=O)/C(=C/c2cccs2)c2cccs2)cc1S(=O)(=O)N(C)C	-1%[46.1 µM]	0%	-3%	1	5%	-13	0%	-13	1%	-14
47	Cc1ccc(NC(=O)N2CCCC2C(=O)NCc2ccccc2Cl)cc1 (stereo not drawn)	0%	5%	7%	3	1%	0	2%	-7	-1%	-11
48	COC(=O)CC1C(=O)NCCN1C(=O)CSc1nnc(Nc2ccc(C)cc2)s1 (stereo not drawn)	-14%	-1%	0%	-4	12%	2	3%	-2	-2%	-8
49	O=C(Oc1ccc2[nH]cc(CCN3C(=O)c4ccccc4C3=O)c2c1)c1ccco1	-3%	3%	-3%	0	5%	-3	1%	-1	-8%	-8
50	Cc1cccc(C)c1N1C(=O)C(Cl)=C(N2CCCC2)C1=O	-2%	6%	10%	-1	-4%	-1	0%	3	1%	14
51	O=C(Nc1nnc(SCC(=O)N2CCOCC2)s1)C1CC(=O)N(c2ccccc2)C1 (stereo not drawn)	0%	0%	-1%	0	9%	-10	-1%	44[activator]	0%	28
52	CC(C)CC(=O)Nc1ccc2nn(-c3ccccc3)nc2c1	-5%[46.1 µM]	1%	4%	-2	10%	2	-4%	-4	16%	-10

Screens: PubChem BioAssay, National Center for Advancing Translational Sciences (NCATS)
